High-throughput results (PubChem)
Efa HMGR inh = E. faecalis class II HMG-CoA reductase inhibition; purified E. faecalis HMGR, NADPH absorbance 340 nm kinetic; inhibition, % at 10 µM; actives 0.41% (n = 190,000);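 active = inhibition above a set limit, the median over all tested compounds plus 3 SD, cut at about 9.5% in these data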;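 note: enzyme runs in reverse so mevalonate oxidation gives rising NADPH absorbance; 0% = complete reaction with DMSO and 100% = background rate lacking mevalonate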
NF-kB expr up = NF-kB expression increase, human neuronal cells; NF-kB reporter expression; active compounds read high; fold change at 12.5 µM; actives 1.6% (n = 190,000); AID 1239; in the data active = fold change above about 3.3
Hsp70 activator = switches on Hsp70 transcription. HeLa Hsp70 promoter luciferase reporter, luminescence; scaled: vehicle 0, proteasome-inhibitor control 100%. activation, % at 10 µM. actives 0.04% (n = 200,000);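 active = activation above the mean across all tested compounds plus 3 SD, cutoff set per campaign, cut at about 5.5% in these data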;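 note: 100% = MG132 at 30 µM as the positive control and 0% = DMSO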
STAT3 blocker = STAT3 signaling inhibition; inhibition, % at 5.5 µM; actives 0.89% (n = 190,000); U3A cells, IL-6 STAT3-luciferase reporter, luminescence; host cell line lacks STAT1;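 active = inhibition above the mean inhibition across all screened compounds plus 3 SD, cut at about 44% in these data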;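 note: 0% = DMSO only wells and 100% = 100 µM nifuroxazide control wells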
APP 5'UTR act = activates APP 5'UTR luciferase reporter. SH-SY5Y APP 5'UTR luciferase reporter, luminescence; zero percent = DMSO vehicle wells. activation, % at 2 µM. actives 1% (n = 190,000);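 active = activation above a set limit, based on mean plus 3 SD of controls, cut at about 140% in these data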; note: values of inactives mirror those of a sister screen read the other way
TLR4-MyD88 BLA = inhibitors of human TLR4-MyD88 binding; O00206+Q99836; HeLa CL3-4 TLR4/MyD88 BLA complementation, FRET ratio; AID 861; inhibition, % at 8.4 µM; actives 0.18% (n = 200,000); in the data active = inhibition above about 25%;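 note: 0% = vehicle and 100% = reference inhibitor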
Target sequence (O00206 whole entry, looked up): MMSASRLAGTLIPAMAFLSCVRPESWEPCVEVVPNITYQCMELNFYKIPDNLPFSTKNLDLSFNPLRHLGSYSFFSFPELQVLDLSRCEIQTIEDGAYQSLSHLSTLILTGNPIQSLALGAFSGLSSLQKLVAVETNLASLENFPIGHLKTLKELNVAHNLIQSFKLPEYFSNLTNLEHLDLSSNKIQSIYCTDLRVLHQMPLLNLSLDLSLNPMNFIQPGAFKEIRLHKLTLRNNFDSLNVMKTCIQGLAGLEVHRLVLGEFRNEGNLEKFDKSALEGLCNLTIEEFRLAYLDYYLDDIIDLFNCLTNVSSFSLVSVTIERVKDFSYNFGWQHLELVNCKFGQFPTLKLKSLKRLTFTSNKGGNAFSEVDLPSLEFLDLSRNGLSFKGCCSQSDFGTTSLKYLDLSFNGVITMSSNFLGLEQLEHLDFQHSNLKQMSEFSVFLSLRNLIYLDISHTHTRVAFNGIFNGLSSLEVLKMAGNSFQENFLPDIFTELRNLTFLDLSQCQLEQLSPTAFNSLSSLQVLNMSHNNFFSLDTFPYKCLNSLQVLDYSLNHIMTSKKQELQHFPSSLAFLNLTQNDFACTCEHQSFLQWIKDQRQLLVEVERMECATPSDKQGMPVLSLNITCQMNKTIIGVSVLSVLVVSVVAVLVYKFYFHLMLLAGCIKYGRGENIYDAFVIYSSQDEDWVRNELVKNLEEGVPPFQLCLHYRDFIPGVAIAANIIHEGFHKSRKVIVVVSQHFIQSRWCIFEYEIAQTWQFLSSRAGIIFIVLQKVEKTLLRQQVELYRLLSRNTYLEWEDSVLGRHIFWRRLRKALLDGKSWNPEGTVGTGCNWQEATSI
Target sequence (Q99836 whole entry, looked up): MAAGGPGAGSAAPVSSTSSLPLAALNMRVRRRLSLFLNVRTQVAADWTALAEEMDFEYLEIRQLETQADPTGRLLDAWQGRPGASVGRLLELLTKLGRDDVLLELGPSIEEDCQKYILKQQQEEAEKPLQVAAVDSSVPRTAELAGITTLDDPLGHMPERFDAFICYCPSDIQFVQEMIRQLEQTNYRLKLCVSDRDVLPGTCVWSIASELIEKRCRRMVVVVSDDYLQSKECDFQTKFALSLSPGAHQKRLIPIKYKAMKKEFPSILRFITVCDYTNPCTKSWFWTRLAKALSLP
DTT redox prof = compounds producing H2O2 with reducing agent – biochemical, NIH compound library profiling, artefact control for MLSCN library redox annotation, primary screen. DTT-dependent redox cycling H2O2, phenol red/HRP absorbance; 100% = 100 µM peroxide control, 0% = buffer. AID 878. actives 0.03% (n = 200,000). activation, % at 10 µM;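 active = activation of at least 50% relative to the plate's high and low controls in the primary single-dose screen; inactive = activation below 50%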;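 note: compound incubated with DTT at 0.8 mM final as the reducing agent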
STAT1 blocker = STAT1 signaling inhibition; NIH 3T3 STAT1-luciferase reporter, IFN-gamma, luminescence; inhibition, % at 5.5 µM; actives 0.35% (n = 200,000); AID 920;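 active = inhibition above a set limit, the mean inhibition across all tested compounds plus 3 SD, cut at about 34% in these data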;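 note: 0% = IFN-gamma with DMSO and 100% = IFN-gamma with 300 µM nifuroxazide; values of inactives mirror those of a sister screen read the other way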
STAT3 act = STAT3 signaling activation. actives 0.91% (n = 190,000). U3A cells, IL-6 STAT3-luciferase reporter, luminescence; 100% = signal with IL-6 EC80 alone. activation (% of control), % at 5.6 µM;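 active = activation above the screen-wide mean of compound activation plus 3 SD, cut at about 130% in these data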;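 note: 0% = background luminescence of wells with medium and substrate only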
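Test system: STAT3-luciferase reporter U3A cells; Detection: reporter luminescence signal; Times: 1 h compound pre-exposure, 6 h IL-6 stimulation, 37 °C; Benchmarks: IL-6-only high control; Also added: IL-6 stimulus at 33 ng/mL final.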
STAT1 act = increases IFN-gamma driven STAT1 reporter signal | NIH 3T3 STAT1-luciferase reporter, luminescence; 100% = IFN-gamma alone, no compound | activation (% of control), % at 5.5 µM | actives 2.6% (n = 200,000) | AID 932;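 active = activation above the screen-wide mean activation plus 3 SD, cut at about 130% in these data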;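 note: raw ratio to IFN-gamma control signal so 100% means no change and 0% no light; values of inactives mirror those of a sister screen read the other way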
The depositor's hits bear a star; / = not tested or not shown. Random draw from the library (roughly 5.6% active in at least one column).

structure,Efa HMGR inh,NF-kB expr up,Hsp70 activator,STAT3 blocker,APP 5'UTR act,TLR4-MyD88 BLA,DTT redox prof,STAT1 blocker,STAT3 act,STAT1 act
O=C(O)C1Cc2ccccc2CN1C(=O)c1ccccc1 (stereo not drawn),0.3,0.97,-0.3,-2.1,-0.4,8.6,0.4,1.1,103.4,98.9
O=C(Nc1ccccc1)N1CCC(c2ccccc2)C1 (stereo not drawn),-3.3,3.06,0.1,12.9,77.8,-7.2,1.6,-41.5,90.5,138.0*
O=C(COc1ccccc1)NCc1ccccc1,-2.7,1.35,-0.2,-1.8,-0.7,-5.3,0.6,-0.4,101.6,100.3
CCC(=O)NC(=S)Nc1ccc(NC(=O)c2ccc(C)c([N+](=O)[O-])c2)cc1,-3.7,1.07,-0.1,5.7,-14.3,17.2,-0.3,0.9,96.0,99.2
O=C1NC(c2ccccc2)C(C(=O)c2cccs2)=C1O (stereo not drawn),-2.6,1.36,-0.2,4.2,12.8,0.9,2.7,-1.3,98.0,101.2
CCN(CC)C(=O)N1CCN(C(=O)c2ccc(C)cn2)CC1,-5.5,0.76,-0.1,7.9,-7.7,0.0,0.7,2.5,94.9,97.7
COc1ccc(CNc2ccc3cn[nH]c3c2)c(OC)c1OC,1.6,0.81,-0.4,-53.0,-15.6,2.3,-0.2,11.0,144.4*,90.2
Nc1ccc(S(=O)(=O)NNC(=O)C(=O)NNc2ccccc2)cc1,-2.8,1.45,-0.5,-9.1,9.3,-14.6,0.6,1.6,103.7,98.6
Cc1ccc(C)c(-c2csc(N)c2C(=O)OC(C)C)c1,0.8,1.18,-0.3,-7.2,-4.3,5.3,0.4,-1.4,103.3,101.3
O=C(NC(=S)Nc1cccc2[nH]ncc12)c1ccccc1,-4.7,1.09,0.0,7.9,85.4,-5.5,-0.2,-31.3,103.7,127.8
CCCCC(=O)NC(c1cccc([N+](=O)[O-])c1)c1c(OC(C)=O)ccc2ccccc12 (stereo not drawn),-7.9,0.57,-0.3,7.2,1.8,8.0,0.0,1.0,94.9,99.1
Cc1cc(NC(=O)CSc2nnc(C3CC3)n2C)no1,-5.7,1,-0.2,1.8,7.1,7.7,1.0,4.0,100.9,96.3
CCCc1nc2cc(CC(=O)OC)ccc2o1,-4.2,1.52,-0.2,-0.3,2.8,12.8,-11.7,-11.4,101.4,110.2
c1ccc(-c2noc(-c3cccnc3)n2)nc1,-1.6,1.84,0.0,19.6,75.0,-4.5,0.7,-29.7,84.8,128.8*
N#Cc1ccc(OCCN2C(=O)NC3(CCSC3)C2=O)cc1 (stereo not drawn),-3.0,1.02,-0.3,10.3,2.7,1.3,0.1,9.2,97.6,91.7
Cc1ccc(C(NC(=O)N2CCOCC2)C(Cl)Cl)cc1F (stereo not drawn),1.3,0.85,-0.3,0.1,24.3,8.2,0.2,0.7,102.6,99.4
O=C(CSc1nnc(-c2ccccc2)n1Cc1ccccc1)NNC(=O)c1ccccc1O,1.1,0.81,-0.1,-9.7,-0.4,-4.6,-0.1,-9.4,113.0,108.3
CCOC(=O)c1nn(-c2ccccc2C)c2nc(-c3ccc(Cl)cc3)c(C#N)c(=O)n12,-2.4,0.81,0.7,-9.8,-14.0,0.8,0.1,-7.0,108.4,106.5
Cn1c(NC(=O)c2ccco2)c(-c2ccc(Cl)cc2)c(=O)c2ccccc21,-1.1,1.14,-0.3,-4.1,3.5,11.2,-1.8,4.4,104.7,95.9
CN(C)c1ccc(NS(=O)(=O)c2ccc(Cl)cc2)cc1,-0.7,0.97,-0.5,-2.1,22.6,-6.7,-0.7,2.0,102.5,98.2
O=C(Nn1cnc2ccccc2c1=O)c1ccc(F)cc1Cl,-1.8,1.69,0.2,-1.0,33.4,-0.3,2.6,-10.4,103.4,109.5
N/C(=N\OC(=O)c1cccc(Cl)c1)c1ccncc1,-5.9,1.12,-0.2,20.8,79.5,2.9,0.9,-47.0,84.1,141.3*
CN(C)[C@@H]1CCC[C@H]1OC(=O)C(c1ccccc1)c1ccccc1,0.5,0.86,-0.2,0.2,12.1,-5.1,0.2,-4.2,98.6,103.8
O=C(Nc1ccccc1)OCc1cnc(Cl)s1,-2.7,1.57,0.0,13.9,4.4,-7.3,-1.1,-8.1,95.5,107.6
CCOc1ccc(Nc2oc(-c3ccccc3Cl)nc2C#N)cc1,-6.6,1.7,-0.2,22.3,19.7,-9.4,-0.6,9.2,85.4,91.6
CCOC(=O)C1(Cc2ccc(Cl)cc2)CCN(Cc2nccn2CC)CC1,2.2,0.9,-0.4,-1.3,9.3,-6.1,-0.6,0.7,105.7,97.7
CC1CN(C(=O)N2c3ccccc3Sc3ccccc32)CC(C)O1 (stereo not drawn),1.7,1.28,-0.2,-10.1,-17.8,8.2,-0.5,4.9,106.0,97.5
CCOC(=O)CNC(=O)CSc1ncnc2c1cnn2-c1ccc(C)cc1,-3.0,1,-0.5,22.9,-5.7,5.9,3.9,3.0,84.1,97.2
Cc1ccc2cccc(S(=O)(=O)N3CCN(c4cccc(Cl)c4)CC3)c2n1,-0.5,0.45,-0.2,5.5,8.0,-10.7,1.0,2.9,96.3,97.3
CC(C)Oc1cccc(-c2cc(C(=O)NC(=S)N(C)c3ccccc3C(=O)O)c3ccccc3n2)c1,-3.4,1.33,-0.4,17.8,1.5,14.9,-0.6,2.9,86.6,97.4
CCc1ccc(N2C(=O)c3cc(N4CCOCC4)c([N+](=O)[O-])cc3C2=O)cc1,-2.9,0.91,0.0,2.6,10.8,10.3,-0.4,-5.8,98.0,105.2
CCn1c(C(C)NC(=O)Cc2ccccc2)nc2ccccc21 (stereo not drawn),-5.5,0.97,-0.6,9.5,15.1,2.7,-1.2,-4.5,98.4,104.1
CC(CNC(=O)C1CCCCC1C(=O)O)c1ccccc1 (stereo not drawn),1.4,1.3,-0.3,8.2,-16.3,-8.7,-0.6,-4.2,94.5,103.9
Cn1c(-c2cccs2)nc2ccccc21,-5.6,1.42,1.0,22.0,48.4,-7.8,-0.4,-48.7,87.2,142.3*
CCOC(=O)CSc1nnc(-c2ccccc2NC(=O)c2ccccc2)o1,-2.2,1.16,-0.1,10.2,4.9,-0.4,-0.1,-1.7,97.5,101.5
CCOc1nc(Nc2ccc([N+](=O)[O-])cc2)nc(NC(C)(C)C)n1,-0.3,0.83,-0.4,-6.3,-13.9,-4.4,0.3,-3.0,103.2,102.7
COc1cccc(CN2CCNC(=O)C2CC(=O)N2CCOc3ccccc3C2)c1OC (stereo not drawn),3.6,/,0.0,10.5,-9.3,-20.0,-1.1,-4.9,96.0,104.9
CCc1ccc(OCc2nnc(SCC(=O)NCc3ccco3)o2)cc1,-0.1,1.16,-0.2,5.8,4.8,-8.4,3.3,-10.2,99.1,109.3
CN(C(=O)CSc1nnnn1-c1ccccc1)C1CCCCC1,-6.1,1.11,0.1,-1.1,23.0,-9.1,1.1,-3.6,106.5,103.3
CCc1ccc(C(=O)/C=C/Nc2ccc(S(=O)(=O)Nc3onc(C)c3C)cc2)cc1,-1.0,1.29,-0.3,-20.6,-8.6,6.8,-0.6,-23.8,115.7,121.2
CCOC(=O)c1c(NC(=O)c2ccc(N3C(=O)[C@@H]4[C@H](C3=O)[C@H]3C=C[C@@H]4C3)cc2)sc2c1CC(C)CC2 (stereo partly drawn),-0.8,0.56,-0.3,-6.9,11.9,-7.3,-0.7,-1.8,103.5,104.0
CCOc1cc(C#N)c(NC(=O)c2cccnc2Cl)cc1OCC,-1.0,1.03,-0.3,-5.1,-10.7,5.0,2.5,-6.1,108.2,105.6
CC(C)CC(C(=O)N1CCOCC1)N1Cc2ccccc2C1=O (stereo not drawn),-2.7,1.09,0.0,5.2,-7.8,3.0,0.4,4.6,97.5,95.3
CCc1[nH]nc2c1C(c1ccc(C)o1)C(C#N)=C(N)O2 (stereo not drawn),-5.9,/,0.3,9.4,5.3,19.4,0.0,5.7,97.0,95.1
Cc1cc(NC(=O)CSc2cn(CCNC(=O)c3ccc(Cl)cc3)c3ccccc23)no1,1.9,0.51,-0.3,3.4,-6.7,0.3,0.0,2.5,97.4,98.5
O=C(NCc1ccco1)C1CCN(S(=O)(=O)N2CCOCC2)CC1,-3.2,0.98,0.0,-1.0,25.2,10.2,1.6,-8.8,105.3,108.0
CC(C(=O)N1CCc2ccccc21)N1CCc2ccccc2C1 (stereo not drawn),5.1,1.03,0.1,-47.4,10.6,9.4,2.1,6.2,146.1*,94.3
COCCNC(=S)NNC(=O)c1ccco1,2.0,1.25,-0.4,3.1,6.2,-10.2,1.5,-3.4,100.3,103.1
O=C(Nc1cccc2ccccc12)c1nn(C23CC4CC(CC(C4)C2)C3)cc1[N+](=O)[O-],-1.6,0.66,-0.2,8.4,6.5,5.0,-4.0,-1.7,97.1,101.5
O=C(CSCc1ccccc1)Nc1cccc(C(=O)Nc2ccc(C(=O)O)cc2)c1,-1.8,1.06,-0.3,13.1,1.8,-0.2,1.5,3.1,96.2,98.6
COc1ccc(C2CC(C(F)(F)F)n3nc(C(=O)NCc4cn(C)nc4C)c(Cl)c3N2)cc1 (stereo not drawn),3.1,0.78,-0.1,32.6,-6.9,9.6,0.3,19.4,77.5,82.2
COc1cnc(SC(C)C)[nH]c1=O,0.4,1.03,-0.1,4.0,16.6,-0.4,0.9,-0.6,107.2,99.7
O=C(COC(=O)CCCN1C(=O)c2cccc3cccc(c23)C1=O)Nc1ccc(Cl)cc1,0.4,0.92,-0.2,12.1,22.8,15.6,1.0,-0.4,89.0,100.4
CC(=O)Nc1cc(C)nn1-c1nc2ccccc2s1,3.9,0.4,-0.1,-44.2,72.9,-2.9,0.1,-16.4,147.8*,115.7
O=C(NCCc1csc(-c2cccnc2)n1)c1ccco1,-0.7,0.95,-0.2,22.6,-3.4,-3.9,-0.6,-2.0,87.9,101.8
COc1cc(/C=C/C(=O)OC(C)C(=O)Nc2c(C)n(C)n(-c3ccccc3)c2=O)ccc1OCC#N (stereo not drawn),-4.2,1.21,0.3,-15.3,-10.2,-0.3,-1.8,-2.0,119.5,100.5
O=C(CN1CCN(c2ncc(C(F)(F)F)cc2Cl)CC1)NC(=O)NCc1ccccc1,-23.9,1.18,-0.4,13.7,-10.2,-1.5,-1.1,-3.0,92.1,101.1

Retrieved one by one from the list above (2):
structure,Efa HMGR inh,NF-kB expr up,Hsp70 activator,STAT3 blocker,APP 5'UTR act,TLR4-MyD88 BLA,DTT redox prof,STAT1 blocker,STAT3 act,STAT1 act
CC1CN(C(=O)N2c3ccccc3Sc3ccccc32)CC(C)O1 (stereo not drawn),1.7,1.28,-0.2,-10.1,-17.8,8.2,-0.5,4.9,106.0,97.5
CC(C)Oc1cccc(-c2cc(C(=O)NC(=S)N(C)c3ccccc3C(=O)O)c3ccccc3n2)c1,-3.4,1.33,-0.4,17.8,1.5,14.9,-0.6,2.9,86.6,97.4
